Screens: PubChem, National Center for Advancing Translational Sciences (NCATS)
B2AR arrestin = recruits beta-arrestin to the human beta2-adrenergic receptor | P07550 | AID 492947 | Potency, µM (doses to about 46.1 µM), without a hit: at the top dose activation, hits mostly activators | beta-arrestin recruitment to beta2AR, cell-based reporter | 0.02% of 330,000 active;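 further: potency means the concentration at half of the fitted maximal effect; 0% = DMSO controls and full agonism = EC100 isoproterenol or metaproterenol; nearly all actives have a fitted effect of over 65% in size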
GALK inhibitor = blocks human galactokinase activity; AID 1868; Potency, µM (titrated, usually from 57.5 µM), for the others: at the highest dose activity change, negative = inhibition, usual class: inhibitors; 0.007% of 270,000 active; Purified GALK, Kinase-Glo residual ATP luminescence; further: potency means the concentration at half of the fitted maximal effect
Target sequence (P51570 whole entry, looked up): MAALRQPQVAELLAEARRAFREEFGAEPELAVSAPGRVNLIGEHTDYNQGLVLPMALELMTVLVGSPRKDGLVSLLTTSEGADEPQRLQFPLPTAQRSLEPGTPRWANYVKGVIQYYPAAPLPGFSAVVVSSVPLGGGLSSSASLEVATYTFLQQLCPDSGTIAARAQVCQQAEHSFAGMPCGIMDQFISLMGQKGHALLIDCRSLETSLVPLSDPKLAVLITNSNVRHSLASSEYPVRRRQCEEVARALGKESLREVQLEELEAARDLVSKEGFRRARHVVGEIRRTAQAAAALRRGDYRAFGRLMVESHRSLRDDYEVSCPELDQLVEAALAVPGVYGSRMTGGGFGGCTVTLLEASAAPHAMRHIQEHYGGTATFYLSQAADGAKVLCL
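Luminescence from leftover ATP (Ultra-Glo luciferase/luciferin) served as read-out after a 1 h room-temperature reaction of 5 nM GALK with 35 uM ATP and 100 uM galactose.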
BCR signal inh = inhibitors of chronic active B-cell receptor signaling | ABC-DLBCL IkBa-CBG/CBR reporter, luminescence ratio, 4 h | Potency, µM (doses to about 46.1 µM), for the others: at the top dose ratio change, negative = lower green/red ratio, most hits filed as inhibitors | 0.05% of 340,000 active | AID 493014; active means well fitted inhibition curve with a large enough effect in the signal ratio, with a control signal flat, not every such curve was filed as active; inconclusive means small, poorly fitted or top-dose-only effect, or effect the other way, or a change in a side signal; the % refers to the signal ratio;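 further: potency means the concentration at half of the fitted maximal effect; plate controls were basal doxycycline-induced cells for no effect and cells given 10 µM MG132 for full effect; MG132 reads +100%, hits lower the ratio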
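Cell line TMD8 (human ABC DLBCL), stably expressing tet-inducible CBG68-IkBa fusion and CBR; IMDM/0.5% FBS; cpd up to 46 uM; dox induction, 4 h, 37C/5% CO2; dual luminescence; green/red ratio; MG132 control.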
Giardia killer = Giardia lamblia killing; activity change, % at 7.66 µM, hits read low; Giardia lamblia trophozoite viability; 0.15% of 340,000 active; in the data active means activity change below about -80%; inconclusive means between about -30% and that limit;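 further: parasites exposed to compound for two days anaerobically before the ATP read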
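Trophozoite viability was measured as ATP-dependent luminescence, read 15-30 min after reagent addition. Before that, parasites at 100 cells/well were exposed to compounds for 48 h, anaerobically, at 37 deg C.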
PKM2 activator = PKM2 (human) enzyme activation. P14618. purified PKM2, Kinase-Glo ATP luminescence, activation; response scale: 0% is enzyme alone, no compound. Potency, µM (series often up to 57.5 µM), inactives show at the top dose activation, actives largely listed as activators. AID 1631. 0.34% of 260,000 active; further: potency means the concentration at half of the fitted maximal effect; nearly all actives have a fitted effect of over 55% in size
Target sequence (P14618 whole entry, looked up): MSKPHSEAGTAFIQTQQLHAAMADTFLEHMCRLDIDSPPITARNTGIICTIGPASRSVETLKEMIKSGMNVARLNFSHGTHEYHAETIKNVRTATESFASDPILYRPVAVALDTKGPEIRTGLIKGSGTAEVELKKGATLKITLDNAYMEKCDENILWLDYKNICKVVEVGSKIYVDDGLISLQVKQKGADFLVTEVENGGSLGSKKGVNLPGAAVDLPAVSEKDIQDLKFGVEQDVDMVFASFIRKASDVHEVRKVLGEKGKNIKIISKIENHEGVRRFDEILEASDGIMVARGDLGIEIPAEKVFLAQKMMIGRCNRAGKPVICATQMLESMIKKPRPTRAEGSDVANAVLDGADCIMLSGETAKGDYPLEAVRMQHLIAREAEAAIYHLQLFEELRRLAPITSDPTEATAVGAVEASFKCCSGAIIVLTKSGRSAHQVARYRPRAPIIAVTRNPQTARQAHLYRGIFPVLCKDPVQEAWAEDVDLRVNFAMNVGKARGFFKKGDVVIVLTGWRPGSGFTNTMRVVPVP
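Kinase-Glo luminescence reports ATP generated from ADP (0.1 mM) and PEP (0.5 mM) by purified hPK-M2 after 1 h at room temperature, pH 7.2 imidazole buffer; intermediate enzyme activity allows detecting inhibitors and activators.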
uPA surface inh = inhibitors of cell surface uPA generation | cell surface uPA generation assay, qHTS | Potency, µM (highest dose often 38.3 µM), without a hit: top-dose activity change, negative = inhibition, actives largely listed as inhibitors | 0.31% of 330,000 active; active means well fitted inhibition curve with a large enough effect; inconclusive means small, poorly fitted or top-dose-only effect; inactive means no such curve, though single readings can be large or run the other way; tested in mouse RAW 264.7 cells; further: potency means the concentration at half of the fitted maximal effect; nearly all actives have a fitted effect of over 55% in size
Eya2 inh = Eya2 (human) phosphatase inhibition | AID 488837 | 0.006% of 330,000 active | recombinant Eya2, OMFP fluorescence dephosphorylation (OMFP is methylfluorescein phosphate) | O00167 | Potency, µM (top dose mostly 76.9 µM), without a hit: at the top dose activity, negative = inhibition, hits mostly inhibitors; further: potency means the concentration at half of the fitted maximal effect
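Eya2 protein (added as 0.2 uM solution) was preincubated with compound for 10 min at ambient temperature in 50 mM HEPES pH 7.5, 50 mM NaCl, 5 uM MgCl2, 0.05% BSA, 1 mM DTT. OMFP (added at 50 uM) then reacted 10 min; fluorescence read at 485/525 nm.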
KCNH2 3.1 inh = KCNH2 3.1 (human) potassium channel inhibition; U2OS KCNH2 3.1, thallium flux FluxOr; active compounds read low; activity change, % (tested at about 1.8 µM); 0.95% of 340,000 active;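 active means maximum activity change below -70%; inconclusive means maximum activity change from -70% to -50%; inactive means maximum activity change above -50%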;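 further: thallium influx rate constant from kinetic fluorescence after stimulation buffer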
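Steps: virus added to U2OS suspension (4 h, RT, dark); medium with 10% FBS added, cells plated, 37 C overnight; FluxOr/Red40 loading buffer 45 min RT; stimulation buffer, 2 min kinetic read; rate constant normalized.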
USP2a inh = USP2a (human) protease inhibition; O75604; USP2 core, Ub-CHOP2 coupled fluorogenic reporter, 485/531; Potency, µM (titrated, usually from 38.3 µM), without a hit: top-dose activity change, negative = inhibition, most hits filed as inhibitors; 0.01% of 330,000 active; AID 463254;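 further: potency means the concentration at half of the fitted maximal effect; plate controls were DMSO wells for no effect and full inhibition by NEM control for full effect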
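Deubiquitinase activity read as fluorescence (485/531 nm) after Ub-CHOP2 cleavage activates the enterokinase reporter on its substrate; USP2 core 10nM, Ub-CHOP2 and substrate 25nM each, 30min compound preincubation then 60min RT; data normalized to NEM, curves fitted.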
KCNH2 WT inh = KCNH2 (human, wildtype) channel inhibition; Q12809; U2OS, BacMam KCNH2, thallium flux FluxOr; active compounds read low; activity change, % at 1.84 µM; 0.37% of 340,000 active; AID 720551;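 active means maximum activity change below -70%; inconclusive means maximum activity change between -70% and -50%; inactive means maximum activity change above -50%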
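U2OS cells were transduced with wild-type KCNH2 virus (2.03 x 10^8 / mL) for 4 h at room temperature, then cultured overnight at 37 C. Thallium flux was read with FluxOr dye. Rate constants were normalized to DMSO controls.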
FBPA coupling cs = inhibits coupling enzyme system, counter-screen for aldolase hits. coupling enzyme system counterscreen, AmpLite Red fluorescence. activity change, negative = inhibition, % at 58.2 µM, hits read low. 0.67% of 290,000 active. AID 2472; in the data active means activity change below about -30%
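Counterscreen lacking aldolase: glyceraldehyde-3-phosphate coupling-enzyme reagent preincubated 10 min at RT with compound (at 57.5 uM final), then substrate/coupling system with AmpLite Red added; fluorescence read at 525/598 nm after 20 min RT.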
Starred values were filed as active, the others as inactive; ? = inconclusive; nt = no result given; [ ] = remark or other dose. Unless noted, the call rests on the fitted dose curve; in most records, active means well fitted curve in the direction sought with a large enough effect; inconclusive means small, poorly fitted or top-dose-only effect, or another doubt; inactive means no such curve, though single readings can be large; an effect the other way counts as inactive or inconclusive. Unless noted, on the % scale 0 is the no-effect control and ±100 the full control effect.

Start of the listing, in advance:
SMILES	B2AR arrestin	GALK inhibitor	BCR signal inh	Giardia killer	PKM2 activator	uPA surface inh	Eya2 inh	KCNH2 3.1 inh	USP2a inh	KCNH2 WT inh	FBPA coupling cs
CC(C)C[C@H](NC(=O)c1ccc(OC2CCN(C(=O)C3CC3)CC2)cc1)C(N)=O	-0.5%	2%	10%	-1	-4%	0%	-3%	15	0%	2	2
COc1ccc(/C=N/NC(=S)Nc2cccc(C(=O)O)c2)cc1	-0.1%	-2%	?	-14	-1%	-7%	8%	6	-2%	-2	-1
CC(C)Oc1ccc(/C=N/NC(=O)c2ccc(N(Cc3ccccc3)S(C)(=O)=O)cc2)cc1	2.8%	nt	0%	9	-15%	3%	-6%	-23	2%	-1	2
CC(OC(=O)Cc1ccc(F)cc1)C(=O)N1CCc2ccccc21 (configuration not stated)	-0.4%	nt	-2%	-6	nt	-8%	3%	0	0%	3	nt

This part in full, previewed entries included:
SMILES	B2AR arrestin	GALK inhibitor	BCR signal inh	Giardia killer	PKM2 activator	uPA surface inh	Eya2 inh	KCNH2 3.1 inh	USP2a inh	KCNH2 WT inh	FBPA coupling cs
CC(C)C[C@H](NC(=O)c1ccc(OC2CCN(C(=O)C3CC3)CC2)cc1)C(N)=O	-0.5%	2%	10%	-1	-4%	0%	-3%	15	0%	2	2
COc1ccc(/C=N/NC(=S)Nc2cccc(C(=O)O)c2)cc1	-0.1%	-2%	?	-14	-1%	-7%	8%	6	-2%	-2	-1
CC(C)Oc1ccc(/C=N/NC(=O)c2ccc(N(Cc3ccccc3)S(C)(=O)=O)cc2)cc1	2.8%	nt	0%	9	-15%	3%	-6%	-23	2%	-1	2
CC(OC(=O)Cc1ccc(F)cc1)C(=O)N1CCc2ccccc21 (configuration not stated)	-0.4%	nt	-2%	-6	nt	-8%	3%	0	0%	3	nt
O=C(COC(=O)C1CC(=O)N(Cc2ccco2)C1)Nc1ccc(F)cc1F (configuration not stated)	-0.2%	nt	?	2	nt	10%	3%	-1	3%	-1	nt
C#Cc1ccc([C@H]2C=C(C(=O)Nc3ccccc3)O[C@@H](OCc3ccc(CO)cc3)C2)cc1	0.0%	-1%	?	34[activator]	3%	8%	8%	-6	-11%	9	0
O=C1C=C(c2ccccc2)C(O)(c2ccccc2)C1 (configuration not stated)	-0.4%	0%	-1%	4	-3%	13%	-2%	-4	-5%	-32	0
CC(=O)N1c2ccc(S(=O)(=O)N3CCC(C(=O)Nc4ccc(C)cn4)CC3)cc2CC1C (configuration not stated)	0.3%	-3%	6%	12	-4%	-2%	-5%	-1	-1%	6	2
CO/N=C(\C(=O)N[C@@H]1C(=O)N2C(C(=O)O)=C(COC(N)=O)CS[C@H]12)c1ccco1	-1.8%	nt	0%	3	?	8%	-1%	8	4%	4	1
CCCn1nnnc1NCc1ccc(F)cc1	0.1%	7%	-12%	4	-7%	10%	-16%	-8	0%	nt	4
CC(=O)Nc1cc2c(cc1NC(=O)Cn1nnc(-c3ccc(C)o3)n1)OCCO2	-0.8%	-1%	7%	-7	2%	7%	-4%	2	1%	-7	0
O=C(Nc1ccc(S(=O)(=O)N2CCOCC2)cc1)c1ccc([N+](=O)[O-])s1	0.0%	nt	0%	?	nt	1%	-4%	13	1%	-3	nt
O=C(Cn1cccc1C(=O)c1ccccc1)NCc1ccc(F)cc1	0.3%	-2%	2%	-4	nt	-15%	-5%	-14	0%	-15	-1
CCC1CCCCN1CCCNC(=O)c1nn(C)c2c1CS(=O)(=O)c1ccccc1-2 (configuration not stated)	0.2%	7%	-8%	9	nt	-13%	2%	11	3%	3	nt
O=C(Cc1cccc2ccccc12)Nc1ccc(O)cc1C(=O)O	-1.0%	6%	-1%	6	-8%	3%	1%	24	0%	8	10
Cc1ccc2c(c1)C1CC(C)(O2)N(c2cccc(C(=O)NC3CCN(Cc4ccccc4)CC3)c2)C(=O)N1 (configuration not stated)	0.1%	3%	-1%	0	nt	-10%	13%	-28	-1%	0	0
O=C(COC(=O)c1ncc(Cl)c(Cl)c1Cl)NC1CCCCCC1	-1.4%	nt	-7%	-6	nt	-1%	-1%	-5	-1%	-15	nt
O=C(O)CCCN1C(=O)C2C3C=CC(C2C1=O)C1C(=O)N(CCCC(=O)O)C(=O)C31 (configuration not stated)	0.2%	2%	1%	-6	4%	4%	13%	-1	1%	14	4
CCCCSc1nnc2c(n1)OC=Nc1ccccc1-2	-0.7%	1%	?	2	-9%	10%	?	10	1%	-14	2
Cc1ccc(-c2nnn(CC(=O)N(CCN3CCOCC3)C(C(=O)NC(C)(C)C)c3ccco3)n2)cc1 (configuration not stated)	0.1%	4%	-1%	2	0%	0%	12%	-8	-1%	-1	1
CN(C)c1ccc(NC(=O)CSc2nc(N)c(C(=O)Nc3ccc(N(C)C)cc3)s2)cc1	0.6%	-6%	?	1	-1%	-6%	?	3	1%	-10	-1
O=C(O)CC(c1ccc(Br)cc1)N1Cc2ccccc2C1=O (configuration not stated)	0.3%	-4%	10%	8	nt	2%	-4%	2	5%	1	8
Cc1ccccc1OCC(=O)OC(C(=O)c1ccccc1)c1ccccc1 (configuration not stated)	-0.2%	2%	3%	8	-2%	6%	-3%	-2	1%	-1	0
Cc1ccccc1C(=O)NNC(=O)c1cccn1C	-0.6%	nt	-12%	-8	nt	-1%	-24%	-1	1%	-23	nt
COc1ccc(C(c2nnnn2C(C)(C)C)N2CCN(C)CC2)cc1OC (configuration not stated)	-0.8%	0%	4%	-3	-2%	1%	-13%	-4	-1%	5	4

An excerpt from above, reduced to Giardia killer, B2AR arrestin and Eya2 inh.
Structure	Giardia killer	B2AR arrestin	Eya2 inh
Cc1ccc2c(c1)C1CC(C)(O2)N(c2cccc(C(=O)NC3CCN(Cc4ccccc4)CC3)c2)C(=O)N1 (configuration not stated)	0	0.1%	13%
O=C(COC(=O)c1ncc(Cl)c(Cl)c1Cl)NC1CCCCCC1	-6	-1.4%	-1%

The results go on.
SMILES	B2AR arrestin	GALK inhibitor	BCR signal inh	Giardia killer	PKM2 activator	uPA surface inh	Eya2 inh	KCNH2 3.1 inh	USP2a inh	KCNH2 WT inh	FBPA coupling cs
Cc1ccc(NC(=O)c2ccc(Cl)nc2)cc1S(=O)(=O)N1CCOCC1	-0.7%	nt	4%	-13	nt	-10%	-3%	-3	4%	8	nt
COc1ccc(CCN(C)Cc2ccc(C(=O)Nc3ccccc3)cc2)cc1OC	-0.3%	1%	?	-7	-2%	-4%	-12%	0	-8%	-6	nt
CCc1c(C)nc(SCCOc2ccc(OC(C)C)cc2)[nH]c1=O	-0.5%	0%	?	1	12%	-3%	-15%	-6	4%	-11	4
O=C(NC1CCCCCC1)c1nnc(Cc2ccc(Cl)cc2)o1	-0.9%	nt	-5%	-7	2%	9%	0%	4	-1%	-26	-3
COCCCNC(=O)c1cc(S(=O)(=O)N2CCOCC2)ccc1SCc1cccc(OC)c1OC	0.2%	1%	4%	-2	5%	-1%	-9%	-14	1%	-1	1
C/C(=N\NC(=O)c1cccc(N/N=C(\C)c2ccccc2)c1)c1ccccc1	0.5%	0%	?	5	18%	-6%	-5%	-6	2%	-8	-3
COc1ccccc1N(Cc1ccccc1)S(=O)(=O)c1cccc(C(=O)NCC2CCCO2)c1 (configuration not stated)	-0.4%	nt	9%	-13	nt	17%	-15%	9	-5%	2	nt
Cc1ccc(C2=CC(=O)C[C@H](c3ccc(F)cc3)C2)cc1	0.0%	nt	?	-5	nt	14%	-13%	-3	-6%	1	nt
Clc1ccc(N2CCN(/N=C/c3cccnc3)CC2)cc1	-0.6%	0%	2%	-8	nt	1%	12%	0	2%	7	1
CC1(C)Cc2c(C#N)c(N3CCN(C(=O)c4ccco4)CC3)nc(Cc3ccccc3)c2CO1	-0.4%	1%	0%	-11	0%	12%	-11%	-16	3%	-3	-2
CCCn1c(SCC(=O)N2CCCCC2)nnc1-c1ccccn1	0.2%	11%	-5%	nt	-2%	nt	19%	nt	1%	nt	-1
CN(C)c1oc(-c2ccco2)nc1S(=O)(=O)c1ccc(Br)cc1	-0.3%	nt	1%	-17	nt	0%	5%	2	1%	35	nt
CN(CC(=O)Nc1ccc(N2CCOCC2)cc1)C(=O)c1ccc(CS(C)(=O)=O)cc1	2.4%	nt	0%	3	nt	-2%	-29%	-5	1%	2	nt
CC(=O)c1c(C)[nH]c(C(=O)NNC(=O)COc2cc(C)cc(C)c2)c1C	-1.3%	nt	-2%	2	nt	19%	-4%	1	0%	-1	nt
O=C(CN1CCCC1c1cccs1)Nc1cc(S(=O)(=O)N2CCCC2)ccc1Cl (configuration not stated)	-0.3%	nt	3%	-7	nt	1%	-5%	-16	-5%	0	nt
CC(OC(=O)c1cc2sccc2n1C)C(=O)NCc1ccc2c(c1)OCO2 (configuration not stated)	-0.2%	4%	0%	0	-1%	-7%	-8%	4	-1%	9	1
